LANA DNA inh: inhibitors of KSHV C-LANA binding to DNA, primary screen, biochemical, fluorescence polarization, FAM-LBS DNA, MBP-C-LANA, single point; inhibition, % at 9 µM; actives 0.078% (n = 340,000);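 active = highest replicate inhibition at or above 60% at 9 µM, even if other replicates fall short; inactive = all replicates below 60% inhibition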;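 also: 0% = neutral control wells and 100% = 4 µM acridine orange control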
PvdQ inh: P. aeruginosa PvdQ acylase inhibitors, primary screen, biochemical, fluorescence, plate reader and imaging, single point; PvdQ acylase [Pseudomonas aeruginosa LESB58]; purified PvdQ acylase; inhibition, % at 10 µM; actives 0.063% (n = 340,000); AID 488965, 2010; in the data active = inhibition above about 30%, passing the limit was not always enough;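 also: 0% = vehicle neutral wells and 100% = reference inhibitor wells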
Cardiac RTF inh: cardiac RTF calcium sensitivity inhibitors, primary screen, biochemical, IANBD-TnC fluorescence, EC70 calcium | IANBD-labeled cardiac RTF, Ca2+ fluorescence | inhibition, % at 7.15 µM | Troponin I, cardiac muscle (Homo sapiens) + Troponin T, cardiac muscle (Homo sapiens) + … | actives 0.12% (n = 340,000);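 active = inhibition above the mean inhibition of all tested compounds plus 3 SD, cut at about 17% in these data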;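 also: assay run at fixed EC70 calcium of 1.6 mM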
NSD2 HMT inh: NSD2 histone methyltransferase inhibitors, primary screen, biochemical, AlphaScreen, single concentration, set 2. actives 0.54% (n = 310,000). Histone-lysine N-methyltransferase NSD2 (Homo sapiens), O96028. NSD2 peptide methylation, 120 min. inhibition, % at 12.5 µM; in the data active = inhibition above about 50%
Rtt109 Vps75: inhibitors of C. albicans Rtt109/Vps75 HAT, primary screen, biochemical, ThioGlo CoA-SH fluorescence, plate reader; Histone acetyltransferase RTT109 (Candida albicans (strain SC5314 / ATCC MYA-2876)), …; purified Rtt109/Vps75, 4 h; inhibition, % at 34.9 µM; actives 0.16% (n = 330,000);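 active = inhibition of at least 50% in every replicate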
Target sequence (Q5AAJ8 whole entry, looked up): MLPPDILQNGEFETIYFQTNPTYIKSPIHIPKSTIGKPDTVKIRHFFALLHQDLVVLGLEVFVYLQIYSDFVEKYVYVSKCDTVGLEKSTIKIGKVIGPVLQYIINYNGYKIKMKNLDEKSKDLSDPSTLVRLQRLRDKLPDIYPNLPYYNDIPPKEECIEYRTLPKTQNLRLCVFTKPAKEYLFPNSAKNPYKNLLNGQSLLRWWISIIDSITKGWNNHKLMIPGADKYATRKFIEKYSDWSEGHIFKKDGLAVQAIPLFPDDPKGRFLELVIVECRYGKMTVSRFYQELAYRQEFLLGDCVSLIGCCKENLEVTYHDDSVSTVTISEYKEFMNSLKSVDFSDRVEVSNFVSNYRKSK
SUMO Mot1 rescue: yeast Mot1-301 growth rescue at high temperature, primary screen, SUMOylation pathway inhibitor project, S. cerevisiae, ATP luminescence, 38.5C; growth rescue, % at 18.8 µM; AID 2716, 2010; actives 1% (n = 320,000); S. cerevisiae Mot1-301 growth rescue; percent above DMSO median, 100 means doubled;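 active = every valid replicate shows activation above 250% relative to neutral control wells; inactive = the rest, any valid replicate at or below 250%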;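 also: OY570 slx delta 5 strain wells were the positive control but not used for scaling; some compounds called inactive have numbers as strong as hits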
dFosB act: activators of delta FosB homodimer, primary screen, biochemical, fluorescence polarization, TAMRA-CDK5 oligo, single point | purified delta FosB; percent of positive-control signal above neutral wells | Protein FosB (Mus musculus), P13346 | actives 0.99% (n = 340,000) | activation, % at 25 µM | AID 493131, 2011;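 active = mean activation above about 17%, with every replicate also reaching it, limit read from the data, passing the limit was not always enough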;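 also: fluorescence polarization rise as delta FosB binds a TAMRA Cdk5 AP-1 oligo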
cardiac RTF act: cardiac RTF calcium sensitivity activators, primary screen, biochemical, IANBD-TnC fluorescence, EC20 calcium; actives 0.24% (n = 340,000); IANBD-labeled TnC RTF fluorescence at EC20 calcium; 0% EC20 calcium, 100% full calcium; Troponin I, cardiac muscle (Homo sapiens) + Troponin T, cardiac muscle (Homo sapiens) + …; activation, % at 7.2 µM;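 active = activation above the mean over all tested compounds plus 3 SD, cut at about 30% in these data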;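 also: rise in fluorescence read as greater calcium sensitivity of cardiac thin filaments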
PfHsp90 set2: growth inhibition of PfHsp90-expressing yeast, primary screen, antimalarial PfHsp90 inhibitor project, S. cerevisiae, BacTiter-Glo luminescence, single point, set 2; BacTiter-Glo ATP, 48 h; yeast lacking PDR1 and PDR3 efflux regulators; inhibition, % at 9.4 µM; actives 0.32% (n = 310,000);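 active = every replicate shows inhibition above about 80%, whatever the replicate mean, limit read from the data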;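 also: 0% = DMSO neutral controls and 100% = 20 µM radicicol positive controls; yeast relying on Plasmodium falciparum Hsp90 in place of its own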
CDK5 p35 inh: inhibitors of human CDK5/p35 kinase, primary screen, biochemical, single concentration | Recombinant CDK5/p35, ADP-Glo luminescence, 60 min | AID 488839, 2010 | inhibition, % at 10 µM | Cyclin-dependent kinase 5 (Homo sapiens) + Cyclin-dependent kinase 5 activator 1 (Homo … | actives 0.01% (n = 330,000);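 active = highest replicate inhibition of at least 50% and at least 75% of replicates reaching 50%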;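 also: plate controls were DMSO neutral control for no effect and GW8510 at 10 µM for full effect; many of its hits are not listed in these tables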
Keap1 Nrf2 FP: Keap1-Nrf2 protein-protein interaction inhibitors, primary screen, biochemical, fluorescence polarization, single point; Keap1 Kelch-Nrf2 peptide fluorescence polarization, 1536-well; actives 0.15% (n = 340,000); inhibition, % at 9.4 µM; in the data active = inhibition above about 12%;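 also: human Keap1 Kelch domain with fluorescein labeled Nrf2 9mer peptide probe; 0% = neutral control wells and 100% = peptide positive control; higher means more block of Keap1 binding to Nrf2 peptide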
Target sequence (Q14145 whole entry, looked up, the tested form may be a part): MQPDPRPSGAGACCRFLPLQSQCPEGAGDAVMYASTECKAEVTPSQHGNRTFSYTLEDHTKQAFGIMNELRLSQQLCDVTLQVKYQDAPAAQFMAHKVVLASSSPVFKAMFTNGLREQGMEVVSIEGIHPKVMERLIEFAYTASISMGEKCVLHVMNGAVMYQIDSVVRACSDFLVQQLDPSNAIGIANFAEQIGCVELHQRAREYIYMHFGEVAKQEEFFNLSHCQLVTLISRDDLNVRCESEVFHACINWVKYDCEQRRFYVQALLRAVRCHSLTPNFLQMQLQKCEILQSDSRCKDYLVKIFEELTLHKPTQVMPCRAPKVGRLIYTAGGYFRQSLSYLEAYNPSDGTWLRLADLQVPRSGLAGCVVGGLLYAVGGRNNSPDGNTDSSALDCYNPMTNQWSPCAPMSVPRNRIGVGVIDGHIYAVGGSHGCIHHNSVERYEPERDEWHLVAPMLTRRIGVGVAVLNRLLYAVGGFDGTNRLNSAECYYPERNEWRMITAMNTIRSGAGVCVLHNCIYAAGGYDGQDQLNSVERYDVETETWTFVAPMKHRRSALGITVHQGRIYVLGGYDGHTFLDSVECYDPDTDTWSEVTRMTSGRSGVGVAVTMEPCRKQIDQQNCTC
* hit, by the source's call; . = not tested or not shown.

SMILES	LANA DNA inh	PvdQ inh	Cardiac RTF inh	NSD2 HMT inh	Rtt109 Vps75	SUMO Mot1 rescue	dFosB act	cardiac RTF act	PfHsp90 set2	CDK5 p35 inh	Keap1 Nrf2 FP
Cc1cc(OCC(=O)NCCN2CCOCC2)c2c(C)c(C)c(=O)oc2c1	-0.6	-7	3	-2	-5	-12	-1	8	-48	1.2	-3
O=C(c1cccc(S(=O)(=O)N2CCN(c3ccccc3)CC2)c1)N1CCCCCCC1	-0.9	-12	-1	-1	6	23	-6	-10	-2	-2.1	5
CCCCOc1ccc(N(CC(=O)NC(C)(C)C)C(=O)CCC(=O)Nc2nccs2)cc1	-1.1	-11	0	1	2	-7	-19	1	3	-5.6	-7
Cc1ccc(S(=O)(=O)NCC(=O)OCC(=O)c2ccc(Cl)s2)cc1	0.9	8	2	-3	29	353*	-5	-5	-11	-0.7	1
CCN1CCN(S(=O)(=O)c2cccs2)CC1	-2.6	-1	13	.	7	-16	2	6	1	2.5	-3
CCOc1ccccc1OCC(=O)Nc1nnc(C)s1	2.9	-8	-25	-2	-1	0	-4	8	.	-1.0	-3
O=C(CSc1nnc(CNC(=O)c2ccc(F)cc2)o1)NCc1ccccc1	-1.1	-15	-8	-4	-6	-18	-7	-2	-3	-1.1	-3
COc1ccccc1NC(=O)C1CCCN1C(=O)Nc1ccc(F)cc1 (configuration not stated)	-0.3	-2	-1	20	1	10	0	-9	-4	3.3	2
COc1ccc(OC)c(C(O)CNC(=O)CN)c1 (configuration not stated)	-0.4	-10	-1	.	-8	11	-4	1	13	1.1	0
O=C1CC(c2ccccc2)=NN1c1ccc([N+](=O)[O-])cc1	0.6	-13	-2	24	11	.	-6	16	-142	-1.8	-8
O=c1oc2ccccc2cc1-c1cn2ccccc2n1	0.5	5	4	-2	1	-11	-5	2	48	4.9	-6
CN(C)CCNC(=O)c1ccc(Cl)c2cc3ccccc3nc12	-18	4	-16	.	0	.	0	-3	-3	-1.1	-1
COc1ccccc1OCC(=O)Sc1ccc(C)cc1	-2.0	12	3	8	-1	6	5	8	5	-1.0	-46
Cc1ccc(S(=O)(=O)NCCN=Cc2ccc(N(C)C)cc2)cc1	0.4	-17	-6	-3	4	-3	-5	1	-4	-0.2	1
COc1ccc(S(=O)(=O)Nc2cc3c4c(c2)CC(=O)N4CCC3)cc1C	1.0	-2	-1	1	-1	-4	1	-4	-3	-0.3	6
Cn1cc(/C=C2/SC(=O)N(CC(=O)Nc3ccc4c(c3)OCO4)C2=O)c2ccccc21	-3.7	5	-8	.	9	-6	5	5	-1	0.1	-3
Cc1ccc(N(CC(=O)NC2CC2)S(=O)(=O)c2ccccc2)c(C)c1	0.6	-5	-6	.	-3	-3	-2	2	17	-0.9	-7
CC(C)(C)NC(=O)NC(=O)Cn1ccsc1=N	-0.1	-9	0	-1	-1	-1	-3	17	37	-2.2	-2
CCCc1cc(-c2nc(-c3ccc(Br)cc3)cs2)ccn1	-0.4	-15	-2	-3	-20	-18	-10	4	-36	2.1	-2
Cc1cc(C)cc(NC(=S)NCc2ccc3[nH]c4c(c3c2)CCCC4)c1	7.5	1	-4	.	3	189	-8	0	-25	3.0	3
O=C(NN=Cc1ccc(F)cc1)c1ccccc1NS(=O)(=O)c1cccs1	0.6	2	7	0	-3	-11	-7	1	.	-1.2	-3
CCOc1ccc(C(=O)Nc2cccc(-c3nc4cccnc4o3)c2)cc1Cl	-1.7	2	2	0	6	-1	-10	-6	.	0.7	-3
CCc1ccc(/C=N/NC(=O)c2cc(-c3cccc([N+](=O)[O-])c3)n[nH]2)cc1	0.2	-2	5	1	-8	-16	3	-1	-12	-3.7	-4
COc1ccc2[nH]c3nc(SCC(=O)Nc4cccc(NC(C)=O)c4)nnc3c2c1	-1.3	5	8	1	9	254	0	-2	-15	-1.5	-6
COCCCN(CC(=O)Nc1ccc(N2CCOCC2)cc1)S(=O)(=O)c1ccc(C)cc1	0.8	-11	-5	-3	-4	7	-5	5	-3	1.1	-4

Nothing new here: entries from further up.
SMILES	LANA DNA inh	PvdQ inh	Cardiac RTF inh	NSD2 HMT inh	Rtt109 Vps75	SUMO Mot1 rescue	dFosB act	cardiac RTF act	PfHsp90 set2	CDK5 p35 inh	Keap1 Nrf2 FP
Cc1cc(OCC(=O)NCCN2CCOCC2)c2c(C)c(C)c(=O)oc2c1	-0.6	-7	3	-2	-5	-12	-1	8	-48	1.2	-3
O=C(c1cccc(S(=O)(=O)N2CCN(c3ccccc3)CC2)c1)N1CCCCCCC1	-0.9	-12	-1	-1	6	23	-6	-10	-2	-2.1	5
CCCCOc1ccc(N(CC(=O)NC(C)(C)C)C(=O)CCC(=O)Nc2nccs2)cc1	-1.1	-11	0	1	2	-7	-19	1	3	-5.6	-7

Carrying on:
SMILES	LANA DNA inh	PvdQ inh	Cardiac RTF inh	NSD2 HMT inh	Rtt109 Vps75	SUMO Mot1 rescue	dFosB act	cardiac RTF act	PfHsp90 set2	CDK5 p35 inh	Keap1 Nrf2 FP
COc1ccc(-c2cc3nc(C)cc(-c4ccc(OC)cc4)n3n2)cc1	-1.1	-7	-1	-4	3	5	-13	-7	-7	-2.1	-1
O=C(CSc1ccccc1)NCc1cccnc1	0.4	7	-13	-2	3	-12	1	-8	8	0.5	0
COc1ccc(C2C(C(=O)N3CCN(c4ccccc4)CC3)c3ccccc3C(=O)N2C)cc1 (configuration not stated)	0.1	-4	-3	1	-8	-6	-4	-1	-6	0.0	1
CSc1nnc(-c2ccc(NC(=O)CCc3ccccc3)cc2)n1C	-0.1	-9	-1	0	-4	6	-1	-1	-22	-0.2	2
COc1ccc(CNC(=O)CSc2cc(=O)n(C)c3ccccc23)cc1	2.1	9	5	-2	-5	-7	3	4	-2	0.8	4
COc1ccccc1Oc1coc2c(CN3CCN(C)CC3)c(O)ccc2c1=O	2.3	-5	-1	-3	-18	-5	-3	7	-16	0.9	-5
N#Cc1c2n(c3c(-c4ccccc4)ncnc13)CCC2	-0.3	1	5	1	-4	-4	-12	-6	20	2.4	3
CC(C)(C)C1CCc2onc(C(=O)Nc3cccc(O)c3)c2C1 (configuration not stated)	0.4	-6	-4	8	-2	3	-16	-18	8	-0.1	-2
COc1ccc2c(Cn3cnc4cc([N+](=O)[O-])ccc4c3=O)cc(=O)oc2c1	-0.7	8	4	.	-5	1	-2	-5	4	-0.8	2
O=C(COC(=O)CC1CC2CCC1C2)Nc1ccccc1Cl (configuration not stated)	1.5	1	-3	-1	-3	-6	1	-5	0	-0.1	1
O=C(Nc1cccc(C(F)(F)F)c1)c1cccnc1NCCO	-0.2	-5	-4	-6	2	-2	-6	-2	-6	-0.2	5
CCOc1ccc(NC(=O)CSc2nc3c([nH]c4ccccc43)c(=O)n2C)cc1	-0.2	-16	-8	.	6	0	-8	-2	-19	-2.7	-3
C[C@H](CO)N1C[C@H](C)[C@@H](CN(C)C(=O)Nc2ccc3c(c2)OCO3)Oc2ccc(NC(=O)NC3CCCCC3)cc2C1=O	-2.2	-6	-1	.	4	-13	-9	1	0	-0.4	-6
COC(=O)c1sccc1NC(=O)CCC1CCCCC1	1.8	-14	0	-15	-4	138	0	6	.	1.3	-4
Cc1ccccc1CS(=O)(=O)Cc1ccc(C(=O)NCc2ccco2)o1	-1.3	-3	-2	-1	-11	-13	1	1	22	-0.8	-3
Cc1cc(C)c2c(c1C)C(=O)CCC2	-1.3	-9	-1	1	0	.	-1	1	10	1.6	-2
CC(CN1CCOCC1)(NS(=O)(=O)c1ccccc1)c1ccccc1 (configuration not stated)	0.3	-4	-7	-1	-3	8	-5	1	0	-1.6	1
OC(C#CCN1CCOCC1)(c1ccccc1)C1CC1 (configuration not stated)	-1.9	-4	-10	0	-5	-17	1	6	.	0.1	-1
CCCNC(=S)Nc1ccc(Cl)cc1C	-1.8	-7	-9	-2	-10	-2	0	1	5	0.6	3
O=C(Cn1nc(C(=O)O)c2ccccc2c1=O)c1cc(F)ccc1F	-0.1	1	-2	-1	4	17	8	-1	5	0.7	0
CCOC(=O)N1CCC(N2CCCC(C(=O)c3ccc4cc(OC)ccc4c3)C2)CC1 (configuration not stated)	-0.6	-8	1	5	-6	-15	-7	0	6	0.2	-5
CC(C)n1nc(C(=O)OCn2nnc3ccccc3c2=O)c2ccccc2c1=O	1.1	-6	-20	-1	1	6	-3	1	-56	1.8	-4
Cc1cc(NC(=O)c2ccc(N3CCCC3)c([N+](=O)[O-])c2)no1	-0.1	-1	5	1	0	188	-8	4	-2	-9.5	-4
COc1ccc(-c2noc(CN(C)Cc3ccc(C)o3)n2)cc1	-1.6	-6	3	1	0	-6	2	3	-3	-1.5	-2
O=C(O)CCCNS(=O)(=O)c1ccc(F)cc1	1.2	-16	2	.	0	0	9	-1	-7	-0.1	2

Results in PfHsp90 set2, for some of the entries so far:
SMILES	PfHsp90 set2
O=C(Cn1nc(C(=O)O)c2ccccc2c1=O)c1cc(F)ccc1F	5
CCOC(=O)N1CCC(N2CCCC(C(=O)c3ccc4cc(OC)ccc4c3)C2)CC1 (configuration not stated)	6
CC(C)n1nc(C(=O)OCn2nnc3ccccc3c2=O)c2ccccc2c1=O	-56

Compound activity: PubChem, several laboratories
